Source: PubChem BioAssay (National Center for Advancing Translational Sciences (NCATS))
aSyn yeast inh = inhibitors of alpha-synuclein toxicity in yeast | Yeast expressing alpha-synuclein, growth rescue, BacTiter-Glo, 24 h | Potency, µM (top dose mostly 46.1 µM), for inactives: at the highest dose growth rescue (activation), hits mostly activators | 0.14% of 370,000 active | AID 652106; further: potency means the concentration at half of the fitted maximal effect; % of control where 0% means no effect; nearly all actives have a fitted effect of over 65% in size
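Screening used galactose-induced yeast with toxic alpha-synuclein levels, exposed to compound for 24 hr at 30 deg C. Cell growth, read with BacTiter-Glo luminescence, gave the measured signal.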
DRD3 antagonist = D3 dopamine receptor (human) antagonism; P35462; D3R cells, DiscoveRx beta-arrestin luminescence, antagonist mode; hits give low values; max response, negative = inhibition, %; 2.5% of 360,000 active; AID 652054; in the data active means max response below about -50%; inconclusive means no clear call, values can overlap the other calls; further: on the % scale 0 is the no-effect control and ±100 the full control effect; mostly tested at two doses, the higher about 12 µM
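Cells expressing the human receptor were seeded at 1500 cells/well, incubated overnight at 37 degrees C in 5% CO2, then exposed to library compounds with dopamine controls for 90 minutes at 37 degrees C before luminescent detection.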
TDP43 rescue = inhibitors of TDP-43 toxicity in yeast | TDP-43 expressing yeast growth rescue, BacTiter-Glo, 24 h | Potency, µM (highest dose often 46.1 µM), for inactives: top-dose growth rescue (activation), most hits filed as activators | 1.8% of 410,000 active; further: potency means the concentration at half of the fitted maximal effect; % of control where 0% means no effect; nearly all actives have a fitted effect of over 50% in size
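Yeast expressing TDP-43 (pregrown in raffinose, seeded at OD600=0.02 in galactose medium) exposed to compounds 24 hr at 30 deg C. Growth read by BacTiter-Glo luminescence; rescue of toxicity appears as increased signal.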
Akt phos inh = inhibitors of Akt phosphorylation; Neuro2A IGF-stimulated pAkt S473 HTRF, 20 min; hits give low values; activity change, % for hits at 50 µM; 0.32% of 360,000 active; in the data active means activity change below about -80%; inconclusive means mostly about -51% to -80%; further: on the % scale 0 is the no-effect control and ±100 the full control effect
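Neuro2A cells in DMEM with 0.5% FBS, overnight at 37 deg C, given compound at single 50 µM final, then IGF (6 nM final) for 20 min at 37 deg C. Lysed; phospho-Akt Ser473 by HTRF after 24 h, 665/615 ratio.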
FUS suppressor = suppressors of FUS proteinopathy in yeast; Potency, µM (series often up to 76.6 µM), for inactives: at the top dose growth rescue (activation), actives largely listed as activators; 0.24% of 390,000 active; AID 1347120; S. cerevisiae FUS-expressing, growth rescue, OD600, 24 h;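 further: potency means the concentration at half of the fitted maximal effect; plate controls were DMSO vehicle for no effect and reference control for full effect; nearly all actives have a fitted effect of over 55% in size; some results filed as inactive show a strong effect at the top dose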
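Steps: raffinose overnight preculture; dilution to OD 0.005 in 2% galactose minimal medium; compound addition (concentration series); 24hr at 30C, 99% humidity; absorbance read at 600 nm.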
Abeta rescue = restores growth of yeast expressing A-beta42 peptide; yeast expressing A-beta42, growth rescue, OD600, 48 h; response scale: 0% DMSO, 100% iron-clioquinol control; Potency, µM (titrated, usually from 46.1 µM), for inactives: at the top dose growth rescue, most hits filed as activators; AID 1347071; 0.063% of 410,000 active; further: potency means the concentration at half of the fitted maximal effect; nearly all actives have a fitted effect of over 55% in size
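Yeast A-beta toxicity model in growth medium with pinned compounds, 48 h at 30 C; growth read as absorbance at 600 nm. Normalized to FeCl3/clioquinol equimolar mix (positive) and DMSO (negative).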
PTHR1 agonist = agonists of human PTHR1 parathyroid hormone receptor; Q03431; HEK293 GP2 PTHR1 cells, GloSensor cAMP luminescence, 1 h; Potency, µM (doses to about 115 µM), for the others: at the top dose activation, usual class: activators; 0.075% of 410,000 active; AID 743266; further: potency means the concentration at half of the fitted maximal effect; nearly all actives have a fitted effect of over 55% in size; some results filed as inactive show a strong effect at the top dose; inactives centre near -15; many of its hits are not listed in these tables
Target sequence (Q03431 whole entry, looked up): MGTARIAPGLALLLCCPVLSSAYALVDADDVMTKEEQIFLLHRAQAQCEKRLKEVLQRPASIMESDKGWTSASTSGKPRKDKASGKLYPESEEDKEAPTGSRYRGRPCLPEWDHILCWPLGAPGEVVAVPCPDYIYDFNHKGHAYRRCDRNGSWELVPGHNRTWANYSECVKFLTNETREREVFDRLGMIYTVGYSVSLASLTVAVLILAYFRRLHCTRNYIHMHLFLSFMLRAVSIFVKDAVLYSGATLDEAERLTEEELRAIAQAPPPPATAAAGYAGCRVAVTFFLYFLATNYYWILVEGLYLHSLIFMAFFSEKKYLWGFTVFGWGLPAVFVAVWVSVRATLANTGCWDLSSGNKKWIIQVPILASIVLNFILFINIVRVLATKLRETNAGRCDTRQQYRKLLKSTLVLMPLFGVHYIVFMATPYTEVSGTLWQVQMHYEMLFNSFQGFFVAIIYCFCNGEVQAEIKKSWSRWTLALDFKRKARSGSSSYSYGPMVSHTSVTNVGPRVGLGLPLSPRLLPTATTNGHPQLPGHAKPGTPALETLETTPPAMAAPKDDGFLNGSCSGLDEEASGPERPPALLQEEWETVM
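HEK-293-derived GP2 cells expressing PTHR1 and a GloSensor cAMP reporter, 3,000/well, plated overnight, given luciferin plus IBMX (each 0.5 mM as added) for 1 h at 37 °C, then compound for 1 h at 37 °C. Luminescence was read after 15 min at room temperature.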
GLP-1R agonist = agonists of human GLP-1 receptor | Potency, µM (top dose mostly 45.6 µM), for the others: top-dose activation, usual class: activators | HEK293 GLP-1R CRE-luciferase, luminescence, 4-6 h; cells express a hypersensitive GLP-1R form | 0.007% of 380,000 active | AID 624172; further: potency means the concentration at half of the fitted maximal effect; % of control where 0% means no effect
Target sequence (P43220 whole entry, looked up): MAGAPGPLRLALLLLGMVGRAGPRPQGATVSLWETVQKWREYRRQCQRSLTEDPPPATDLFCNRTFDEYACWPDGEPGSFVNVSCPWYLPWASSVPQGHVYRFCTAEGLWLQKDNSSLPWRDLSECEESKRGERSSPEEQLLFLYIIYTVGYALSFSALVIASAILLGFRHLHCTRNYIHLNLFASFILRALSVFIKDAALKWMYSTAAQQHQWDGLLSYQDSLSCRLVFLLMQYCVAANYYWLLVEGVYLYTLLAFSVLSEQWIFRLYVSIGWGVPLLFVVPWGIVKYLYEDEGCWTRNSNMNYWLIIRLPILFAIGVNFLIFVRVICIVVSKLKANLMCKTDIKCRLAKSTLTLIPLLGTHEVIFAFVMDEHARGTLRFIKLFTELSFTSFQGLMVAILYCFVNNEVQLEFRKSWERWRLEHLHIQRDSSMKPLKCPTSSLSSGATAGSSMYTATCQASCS
GLP-1R inv ag = acts as inverse agonist at human GLP-1 receptor | Potency, µM (series often up to 38.3 µM), inactives show at the highest dose activity change, negative = inhibition, most hits filed as inhibitors | AID 624417 | HEK293 GLP-1R CRE-luciferase, luminescence, 24 h; GLP-1R form is constitutively active | 1.6% of 410,000 active; further: potency means the concentration at half of the fitted maximal effect; on the % scale 0 is the no-effect control and ±100 the full control effect; nearly all actives have a fitted effect of over 55% in size
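qHTS in 1536-well format: reporter HEK293 cells expressing constitutive GLP-1R activity in DMEM + 10% Nu serum, 24 hr with compounds at 37 deg C, luminescence read after 12 min with detection reagent.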
The depositor's hits bear a star; i = inactive; ? = inconclusive; nt = no result given; [ ] = another dose, or the depositor's remark. Unless noted, the call rests on the fitted dose curve; in most records, active means well fitted curve in the direction sought with a large enough effect; inconclusive means small, poorly fitted or top-dose-only effect, or another doubt; inactive means no such curve, though single readings can be large; an effect the other way counts as inactive or inconclusive.

| Molecule | aSyn yeast inh | DRD3 antagonist | TDP43 rescue | Akt phos inh | FUS suppressor | Abeta rescue | PTHR1 agonist | GLP-1R agonist | GLP-1R inv ag |
| --- | --- | --- | --- | --- | --- | --- | --- | --- | --- |
| COc1ccccc1C(=O)NC(=O)COC(=O)c1nc2nc(C)cc(C)n2n1 | -4% | -2 | 8% | i | -5% | -1% | i | 10% | 16% |
| CCCCCC1CC(CC(=O)Nc2ccc([N+](=O)[O-])cc2)C(=O)O1 (configuration not stated) | 13% | -3 | 22% | i | 1% | ? | -36%[inhibitor] | 13% | ? |
| c1ccc2c(OCCCCN3CCCC3)cccc2c1 | 12% | ? | 5% | i | -8% | -17% | 5% | -5% | -15% |
| NC(=O)c1cc(C(=O)c2ccccc2Cl)c[nH]1 | 3% | 8 | -5% | i | -5% | 17% | i | 7% | 0% |
| Cc1ccccc1NC(=O)CCCSc1nc2ccccc2s1 | 6% | 5 | 13µM* | i | nt | 4% | -47% | -1% | ? |
| COc1ccc(NC(=O)Cc2ccc(C)c(C)c2)cc1Cl | -2% | -4 | 27% | i | 15% | -15% | -4% | 13% | ? |
| O=S(Cc1ccc(Cl)cc1)c1ncc(CO)n1Cc1ccccc1 (configuration not stated) | 2% | -2 | -13% | i | 11% | 1% | -7% | -2% | ? |
| COc1cc(NC(=O)c2ccc(Cl)cc2Cl)ccc1NC(=O)c1cccs1 | -4% | 3 | 4% | i | -8% | -2% | -4% | 13% | 40%[activator] |
| O=C1C(=O)N(CCCn2ccnc2)C(c2ccc([N+](=O)[O-])cc2)/C1=C(\O)c1ccc2c(c1)OCCO2 (configuration not stated) | 6% | -11 | 8% | i | 44% | -7% | 15% | -6% | 14% |
| COC(=O)c1[nH]c2ccccc2c1NC(=O)CN1CC(C)OC(C)C1 (configuration not stated) | -13% | 12 | -1% | i | -1% | -7% | -6%[57.5 µM] | -6% | 18% |
| CC12CCC(=O)N1C(C(=O)OCC(=O)Nc1cccc(S(=O)(=O)N3CCCCCC3)c1)CS2 (configuration not stated) | 8% | 0 | -11% | i | nt | 11% | -22% | 3% | 8% |
| O=C(O)CSc1nnc(Nc2ccccc2)n1-c1ccccc1 | -2% | 6 | 15%[9.22 µM] | i | 0% | -11% | i | -1% | 10%[7.66 µM] |
| Cc1ccc(CNC(=O)CO/N=C/c2ccc3c(c2)OCO3)cc1 | 6% | 1 | 20µM* | i | 22% | -9% | -24% | 6% | -23% |
| COc1cccc(NC(=S)N2CCN(C/C=C/c3ccccc3)CC2)c1 | -10% | -10 | -18% | i | 24% | -5% | i | 5% | 5.6µM* |
| COc1cc(OC)c(C(=O)Oc2ccc3c(c2)OCO3)cc1OC | 1% | 29 | 2% | nt | 15% | 10% | -5%[57.5 µM] | 17% | 39%[activator] |
| CCOC(=O)c1c(NC(C)=O)c2c3c(sc2n1Cc1cccc(Cl)c1)CCCC3 | nt | nt | 19% | nt | 11% | -5% | i | nt | -5% |
| COc1ccc(C(=O)O/N=C(/C)c2cccs2)cc1 | -42%[inhibitor] | -6 | -39%[inhibitor] | i | -7% | -57%[inhibitor] | -6% | -60%[inhibitor] | -3% |
| CC(C)CCNC(=O)C1(O)c2ccccc2NC(=O)N1c1ccc(Cl)cc1 (configuration not stated) | -6% | -16 | 0% | i | 4% | 1% | -7% | 9% | -2% |
| O=C(CSc1nncc2ccccc12)N1CCCCC1 | 1% | -13 | -19% | i | -2% | 3% | -13% | 8% | 63%[activator] |
| CCOc1ccc(CCNC(=O)c2nn(-c3ccc(OC)cc3)c(=O)c3c2c2ccccc2n3C)cc1OCC | nt | nt | 18% | nt | -16% | -9% | i | nt | 5% |

Copied from the list:
Reading of `COc1ccc(C(=O)O/N=C(/C)c2cccs2)cc1` under TDP43 rescue: -39%[inhibitor]
Reading of `CCOc1ccc(CCNC(=O)c2nn(-c3ccc(OC)cc3)c(=O)c3c2c2ccccc2n3C)cc1OCC` under FUS suppressor: -16%

More entries.
| mol | aSyn yeast inh | DRD3 antagonist | TDP43 rescue | Akt phos inh | FUS suppressor | Abeta rescue | PTHR1 agonist | GLP-1R agonist | GLP-1R inv ag |
| --- | --- | --- | --- | --- | --- | --- | --- | --- | --- |
| COc1ccc(C(=O)c2sc(Nc3cc(Cl)ccc3C)nc2N)cc1OC | nt | nt | 18% | nt | ? | -18% | i | nt | 16% |
| CC(C)N(C(=O)[C@H]1C[C@H](CC(=O)NCCCn2ccnc2)C(=O)N2CCc3c([nH]c4cc(-c5ccco5)ccc34)[C@]12C)C(C)C | 1% | 7 | 16% | i | -6% | -15% | -15% | -3% | -4% |
| CCC(C)(C)n1nnnc1C(c1cccnc1)N1CCC(Cc2ccccc2)CC1 (configuration not stated) | ? | 14 | 10µM* | i | 20% | -45%[inhibitor] | -35%[inhibitor] | 10% | ? |
| COc1ccc(C(=O)CSc2nnc(-c3cc(C)on3)o2)cc1 | 1% | 13 | 9% | i | 23% | -6% | -28% | 15% | 20% |
| N/N=C(\Cc1cscn1)c1ccc(O)cc1O | 2% | -10 | -16% | i | 22% | 6% | 0% | ? | 90%[activator] |
| O=C(NCCCn1ccnc1)C(=O)NCC1OCCN1S(=O)(=O)c1ccc(Cl)cc1 (configuration not stated) | 2% | 16 | 13% | i | -12% | 2% | i | 0% | -29% |
| COc1cc(/C=N/NC(=O)COc2ccc(Cl)cc2)ccc1OS(=O)(=O)c1ccc(C)cc1 | 17% | -50* | 13% | i | ? | -1% | -7%[57.5 µM] | 5% | 0% |
| Cc1cc(NC(=O)CSc2n[nH]c(-c3cccs3)n2)no1 | -10% | 4 | -26% | i | -4% | 2% | -14% | -1% | 0% |
| COc1ccc(C(=O)N/C(=C\c2ccccc2)C(=O)NCCCn2ccnc2)cc1 | -6% | 13 | ? | i | -7% | -8% | -40%[inhibitor] | -3% | 9% |
| CCc1nnc(NC(=O)CSc2nccn2-c2cccc(C)c2)s1 | 3% | -15 | 23% | i | -4% | -13% | i | 0% | ? |
| O=C(CNC(=S)N(Cc1ccc(F)cc1)C1CCCCC1)NCC1CCCO1 (configuration not stated) | 1% | -2 | -14% | i | -4% | -23% | i | 0% | 20% |
| NC(=O)COc1ccc(NC(=O)OCc2ccccc2)cc1 | 5% | -4 | 2% | -107%* | -9% | 0% | -18%[57.5 µM] | -7% | 24% |
| CN(C(=O)c1cccc(C#CC(C)(C)O)c1)C1CCCN(Cc2ccccc2F)C1 (configuration not stated) | -2% | -14 | 2% | i | -9% | 14% | -11% | -6% | -19% |
| COc1ccccc1NS(=O)(=O)c1ccc(C(=O)NCC(c2ccco2)N2CCCCC2)cc1 (configuration not stated) | -3% | 9 | -5% | i | -4% | -8% | -17% | -4% | ? |
| Cc1c(O)cc2c(c1O)C(=O)CC(c1ccc(O)cc1)O2 (configuration not stated) | 7% | 10 | 4% | i | -20% | -8% | -10% | 0% | 1% |
| N#CCn1cnc2c(oc3ccccc32)c1=O | -3% | -8 | 0% | i | -12% | nt | i | -2% | 18% |
| CN(Cc1ccc(Cl)c(Cl)c1)C(=O)c1[nH]c(C(F)(F)F)nc1-c1ccccc1 | 1% | -8 | 10% | i | ? | -5% | 3% | -1% | ? |
| COc1ccc(CNC(=O)/C=C/c2ccco2)cc1OC | -2% | 4 | -1% | i | 3% | -7% | i | 6% | 17% |
| CC(=O)c1cccc(NC(=O)c2cc(C)nn2-c2ccccc2)c1 | 11% | ? | 12% | i | 13% | -13% | i | 5% | 11% |
| COc1ccc(CN2CCNC(=O)C2CC(=O)NCCc2cnccn2)cc1C (configuration not stated) | 7% | 12 | 7% | i | nt | -9% | -6% | 2% | -9% |
| CCNS(=O)(=O)c1ccc(CCC(=O)N2CCN(c3ccccc3F)CC2)cc1 | 4% | 15 | 4% | i | 18% | 4% | -15% | -1% | 11% |
| Cc1ccc(Cl)cc1N1CCN(C(=O)c2cc(S(=O)(=O)N3CCCCC3)cn2C)CC1 | 14% | nt | 4% | nt | -4% | -8% | i | -7% | 10% |
| O=C(Nc1ccc2c(c1)OCO2)N1CCN(c2ccccc2)CC1 | -4% | -11 | 26% | i | 6% | -9% | i | -6% | -18% |

Reformatted: entries from further up
N/N=C(\Cc1cscn1)c1ccc(O)cc1O
  aSyn yeast inh = 2%; DRD3 antagonist = -10; TDP43 rescue = -16%; Akt phos inh = i; FUS suppressor = 22%; Abeta rescue = 6%; PTHR1 agonist = 0%; GLP-1R agonist = ?; GLP-1R inv ag = 90%[activator]

O=C(NCCCn1ccnc1)C(=O)NCC1OCCN1S(=O)(=O)c1ccc(Cl)cc1 (configuration not stated)
  aSyn yeast inh = 2%; DRD3 antagonist = 16; TDP43 rescue = 13%; Akt phos inh = i; FUS suppressor = -12%; Abeta rescue = 2%; PTHR1 agonist = i; GLP-1R agonist = 0%; GLP-1R inv ag = -29%

COc1cc(/C=N/NC(=O)COc2ccc(Cl)cc2)ccc1OS(=O)(=O)c1ccc(C)cc1
  aSyn yeast inh = 17%; DRD3 antagonist = -50*; TDP43 rescue = 13%; Akt phos inh = i; FUS suppressor = ?; Abeta rescue = -1%; PTHR1 agonist = -7%[57.5 µM]; GLP-1R agonist = 5%; GLP-1R inv ag = 0%

These rows are one share of the data; count on the stated rates, not on these rows.
